NCOA2 inhibitor: inhibits human steroid receptor coactivator 2. Q15596. HEK293 GAL4-SRC2 luciferase reporter, luminescence. inhibition, % at 9 µM. hit rate 0.17% among 370,000. AID 651957;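 active means inhibition above the mean inhibition of all tested compounds plus 3 SD, set per campaign, cut at about 52% in these data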;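 further: 0% = DMSO treated cells and 100% = cells given Gossypol at 36 µM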
Glyco luc inh: blocks N-linked glycosylation in D54 reporter cells; D54 ERlucT glycosylation luciferase reporter, 24 h; percent of 100 nM tunicamycin response; reporter increase, % at 12.5 µM; hit rate 0.23% among 360,000;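 active means mean luciferase reporter signal, scaled so untreated is 0 and the glycosylation-blocking control 100, at or above a set limit in every replicate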;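 further: luciferase carries N-glycosylation sites so blocking glycosylation raises the light; 0% = median of neutral control wells and 100% = median of 100 nM tunicamycin wells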
ABCB6 inh 2: blocks the human ABCB6 transporter. Q9NP58. K562-ABCB6 porphyrin accumulation, flow cytometry, 1 h; stronger effect = lower value. fluorescence ratio to DMSO, % at 10 µM. hit rate 0.19% among 360,000. AID 602162;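 active means fluorescence ratio to DMSO below 75%, the collection mean minus 3 SD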;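 further: signal is porphyrin accumulated inside mitochondria; 100% equals median channel fluorescence of DMSO control wells; lower ratio means ABCB6 inhibition with less porphyrin fluorescence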
Target sequence (Q9NP58 whole entry, looked up): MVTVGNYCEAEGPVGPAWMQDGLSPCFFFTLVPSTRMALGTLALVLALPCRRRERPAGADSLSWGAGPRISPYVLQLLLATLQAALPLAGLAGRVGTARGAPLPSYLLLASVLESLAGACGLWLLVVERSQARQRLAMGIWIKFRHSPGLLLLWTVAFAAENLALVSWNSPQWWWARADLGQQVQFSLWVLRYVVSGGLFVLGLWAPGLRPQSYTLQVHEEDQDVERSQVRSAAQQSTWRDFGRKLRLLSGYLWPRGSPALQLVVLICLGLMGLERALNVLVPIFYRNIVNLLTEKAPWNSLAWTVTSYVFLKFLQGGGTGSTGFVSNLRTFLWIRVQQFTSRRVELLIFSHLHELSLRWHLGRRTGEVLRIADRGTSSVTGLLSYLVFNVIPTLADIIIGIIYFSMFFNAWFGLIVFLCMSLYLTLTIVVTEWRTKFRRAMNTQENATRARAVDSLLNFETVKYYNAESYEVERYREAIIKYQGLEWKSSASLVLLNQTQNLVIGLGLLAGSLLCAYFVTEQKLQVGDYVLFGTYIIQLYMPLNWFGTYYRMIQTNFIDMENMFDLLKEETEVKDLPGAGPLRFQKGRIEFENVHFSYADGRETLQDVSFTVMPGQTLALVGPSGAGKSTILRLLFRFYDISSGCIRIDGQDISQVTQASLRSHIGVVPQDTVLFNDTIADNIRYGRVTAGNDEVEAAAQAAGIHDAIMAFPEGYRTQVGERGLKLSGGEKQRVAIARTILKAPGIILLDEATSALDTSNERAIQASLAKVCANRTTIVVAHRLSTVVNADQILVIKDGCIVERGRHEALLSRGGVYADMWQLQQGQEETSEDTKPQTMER
MC4R antagonist: human MC4R antagonism in cAMP assay. P32245. MC4R-expressing cells, MTII-stimulated cAMP, LANCE TR-FRET. inhibition, % at 6.5 µM. hit rate 0.48% among 360,000. AID 540295;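 active means inhibition above its plate's cutoff, the mean of tested wells on that plate plus 3 SD, cut at about 29% in these data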;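 further: 0% = Melanotan II alone and 100% = Melanotan II plus saturating MCL0020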
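System: U2OS cells stably expressing human melanocortin 4 receptor (MC4R). Reagent: Melanotan II challenge after compound preincubation. Doses: 6.5 µM. Times: 30-min compound, 1-h challenge, 1-h detection, room temperature. Measured by: TR-FRET with Eu-cAMP and labeled anti-cAMP, 671 nm. Replicates: singlicate.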
TLR9-MyD88 block: TLR9-MyD88 interaction inhibition. Q9NR96+Q99836. CHO BLA complementation TLR9-MyD88, CCF4 FRET ratio. inhibition, % at 4.98 µM. hit rate 0.21% among 340,000. AID 504734;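 active means inhibition above the mean over all tested compounds plus 3 SD, cut at about 21% in these data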;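 further: 0% = DMSO only wells and 100% = clavulanate BLA inhibitor control wells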
m5-HT2A agonist: mouse HTR2A agonism via beta-arrestin recruitment. hit rate 0.66% among 360,000. activation, % at 7.6 µM. CHO-K1 mHTR2A beta-arrestin complementation, luminescence; percent of 30 µM serotonin response. AID 624169. P35363;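 active means activation above a run cutoff, the mean activation of all tested compounds plus 3 SD, cut at about 14% in these data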;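 further: 0% = plate median of compound wells and 100% = 30 µM serotonin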
MC4R barr agon: activates human MC4R beta-arrestin recruitment. U2OS MC4R beta-arrestin complementation, luminescence; percent of melanotan II response, DMSO zero. activation, % at 8.9 µM. hit rate 0.98% among 360,000;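 active means activation above a per-plate cutoff, the mean activation of sample wells on that plate plus 3 SD, cut at about 8% in these data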
ABHD5-PLIN5 inh: inhibitors of human ABHD5-perilipin-5 interaction. Split G. princeps luciferase complementation, luminescence, 4 h. Q00G26+Q8WTS1. hit rate 0.78% among 360,000. AID 602281. inhibition, % at 4 µM;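 active means inhibition above the mean inhibition across every tested compound plus 3 SD, cut at about 22% in these data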;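 further: 0% = DMSO only wells and the 100% control is not disclosed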
Cardio protect: myocardial damage modulation in H9c2 cells | H9c2 cardiomyocytes, H2O2 injury protection, ATPLite, 2 h | protection from H2O2 cell death, % at 20 µM | hit rate 0.63% among 360,000;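 active means compounds giving at least 50% protection of heart cells from peroxide-induced death in the single-dose screen, raw or plate-pattern-corrected value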;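 further: 0% = DMSO wells with peroxide and 100% = DMSO wells without peroxide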
NOD2 RIPK2 PPI: NOD2-RIPK2 protein interaction inhibition; inhibition, % at 4.98 µM; O43353; CHO BLA complementation NOD2-RIPK2, CCF4 ratio; AID 624267; hit rate 0.38% among 360,000; in the data active means inhibition above about 21%;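 further: 0% = vehicle only and 100% = reference blocker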
* = called active by the depositor.

Results for CCOc1ccc(S(=O)(=O)N(CC)CC(=O)NC2CCS(=O)(=O)C2)cc1 (stereo not given) ?
NCOA2 inhibitor: 5; Glyco luc inh: 3; ABCB6 inh 2: 101; MC4R antagonist: 1; TLR9-MyD88 block: -5; m5-HT2A agonist: 9; MC4R barr agon: 1.4; ABHD5-PLIN5 inh: 0; Cardio protect: 2; NOD2 RIPK2 PPI: 8

Results for COc1ccc(N2CCN(C(=O)c3csc4ccccc34)CC2)cc1 ?
NCOA2 inhibitor: 18; Glyco luc inh: 0; ABCB6 inh 2: 91; MC4R antagonist: -6; TLR9-MyD88 block: 3; m5-HT2A agonist: 3; MC4R barr agon: -0.5; ABHD5-PLIN5 inh: -2; Cardio protect: -6; NOD2 RIPK2 PPI: 2

What do the screens show for `COc1cccc(NC(=O)CN(C)C(=O)/C=C/c2cn(Cc3ccccc3)nc2-c2cccnc2)c1`?
NCOA2 inhibitor: -5; Glyco luc inh: 3; ABCB6 inh 2: 95; MC4R antagonist: -6; TLR9-MyD88 block: -1; m5-HT2A agonist: -4; MC4R barr agon: -2.3; ABHD5-PLIN5 inh: 5; Cardio protect: 0; NOD2 RIPK2 PPI: -9

How did COCc1c(C(=O)Nc2cccc(S(=O)(=O)N3CCCCC3)c2)oc2ccccc12 do in these assays?
Glyco luc inh: -2; ABCB6 inh 2: 89; MC4R antagonist: 0; TLR9-MyD88 block: 9; m5-HT2A agonist: -1; MC4R barr agon: -1.4; ABHD5-PLIN5 inh: 6; Cardio protect: -3; NOD2 RIPK2 PPI: 4

What do the screens show for `CC(C)NC(=O)NC(=O)COC(=O)/C=C/c1ccc2c(c1)OCO2`?
NCOA2 inhibitor: 8; Glyco luc inh: -2; ABCB6 inh 2: 87; MC4R antagonist: 21; TLR9-MyD88 block: -8; m5-HT2A agonist: 0; MC4R barr agon: -2.6; ABHD5-PLIN5 inh: 4; Cardio protect: 0; NOD2 RIPK2 PPI: -5

How did O=C1Cc2cc(NS(=O)(=O)c3ccc([N+](=O)[O-])cc3)cc3c2N1CCC3 do in these assays?
NCOA2 inhibitor: 9; Glyco luc inh: 4; ABCB6 inh 2: 95; MC4R antagonist: 2; TLR9-MyD88 block: -7; m5-HT2A agonist: -9; MC4R barr agon: -3.9; ABHD5-PLIN5 inh: -2; Cardio protect: 11; NOD2 RIPK2 PPI: -6

How did Cc1[nH]c2ccccc2c1C(=O)C(=O)NCCCc1ccccc1 do in these assays?
NCOA2 inhibitor: 22; Glyco luc inh: -1; ABCB6 inh 2: 101; MC4R antagonist: -2; TLR9-MyD88 block: 14; m5-HT2A agonist: -5; MC4R barr agon: -3.6; ABHD5-PLIN5 inh: -1; Cardio protect: -3; NOD2 RIPK2 PPI: -2

How did O=C(CSc1nnnn1C1CCCCC1)N1CCc2ccccc21 do in these assays?
NCOA2 inhibitor: -10; Glyco luc inh: 0; ABCB6 inh 2: 97; MC4R antagonist: 0; TLR9-MyD88 block: 7; m5-HT2A agonist: 3; MC4R barr agon: 2.2; ABHD5-PLIN5 inh: 4; Cardio protect: -1; NOD2 RIPK2 PPI: -11

How did CCOc1ccccc1/C=C/c1nc2ccccc2[nH]c1=O do in these assays?
NCOA2 inhibitor: -27; Glyco luc inh: 2; ABCB6 inh 2: 97; MC4R antagonist: 9; TLR9-MyD88 block: 3; m5-HT2A agonist: 0; MC4R barr agon: 0.4; ABHD5-PLIN5 inh: 27*; Cardio protect: 3; NOD2 RIPK2 PPI: 4

How did O=Cc1cccn1-c1cccnc1 do in these assays?
NCOA2 inhibitor: -18; Glyco luc inh: 2; ABCB6 inh 2: 100; MC4R antagonist: -5; TLR9-MyD88 block: -7; m5-HT2A agonist: 0; MC4R barr agon: -1.3; ABHD5-PLIN5 inh: -6; Cardio protect: 0; NOD2 RIPK2 PPI: 8

Results for O=C(CC12CC3CC(CC(C3)C1)C2)NCC(c1ccc(F)cc1)N1CCOCC1 (stereo not given) ?
NCOA2 inhibitor: -6; Glyco luc inh: -2; ABCB6 inh 2: 100; MC4R antagonist: 12; TLR9-MyD88 block: 4; m5-HT2A agonist: 1; MC4R barr agon: 0.9; ABHD5-PLIN5 inh: 1; Cardio protect: -8; NOD2 RIPK2 PPI: -5

How did O=S(=O)(NCc1ccc2c(c1)OCO2)c1cnc[nH]1 do in these assays?
NCOA2 inhibitor: -10; Glyco luc inh: 0; ABCB6 inh 2: 100; MC4R antagonist: 24; TLR9-MyD88 block: -9; m5-HT2A agonist: -6; MC4R barr agon: -0.4; ABHD5-PLIN5 inh: -5; Cardio protect: 14; NOD2 RIPK2 PPI: -6

Results for O=C(CN1CCN(C/C=C/c2ccccc2)CC1)NCc1ccc(Cl)cc1 ?
NCOA2 inhibitor: 12; Glyco luc inh: -2; ABCB6 inh 2: 99; MC4R antagonist: 13; TLR9-MyD88 block: -6; m5-HT2A agonist: -3; MC4R barr agon: -0.6; ABHD5-PLIN5 inh: 8; Cardio protect: 0; NOD2 RIPK2 PPI: -3

What do the screens show for `COc1ccccc1NC(=S)NC(=O)c1c(-c2ccccc2Cl)noc1C`?
NCOA2 inhibitor: -2; Glyco luc inh: -4; ABCB6 inh 2: 86; MC4R antagonist: -1; TLR9-MyD88 block: 9; m5-HT2A agonist: 2; MC4R barr agon: -2.5; ABHD5-PLIN5 inh: -4; Cardio protect: -3; NOD2 RIPK2 PPI: 19

What do the screens show for `COc1ccc(C(=O)Nc2ccc(N3CCN(C)CC3)cc2)cc1[N+](=O)[O-]`?
NCOA2 inhibitor: -2; Glyco luc inh: 1; ABCB6 inh 2: 97; MC4R antagonist: 1; TLR9-MyD88 block: 11; m5-HT2A agonist: -2; MC4R barr agon: -1.8; ABHD5-PLIN5 inh: 0; Cardio protect: 2; NOD2 RIPK2 PPI: 1

How did Cc1ccc(C(=O)Nc2nc3ccccc3c(=O)s2)cc1 do in these assays?
NCOA2 inhibitor: -32; Glyco luc inh: -9; ABCB6 inh 2: 100; MC4R antagonist: -7; TLR9-MyD88 block: -2; m5-HT2A agonist: 5; MC4R barr agon: 4.1; ABHD5-PLIN5 inh: 29*; Cardio protect: -13; NOD2 RIPK2 PPI: -8

How did O/N=C/c1ccc(-c2ccccc2OC(F)(F)F)o1 do in these assays?
NCOA2 inhibitor: 5; Glyco luc inh: -2; ABCB6 inh 2: 99; MC4R antagonist: -14; TLR9-MyD88 block: 6; m5-HT2A agonist: -3; MC4R barr agon: 1.0; ABHD5-PLIN5 inh: -2; Cardio protect: -4; NOD2 RIPK2 PPI: 8

How did CCNC(=O)C1(C)CCCN(C(=O)c2cc(OC)ccc2Br)C1 (stereo not given) do in these assays?
NCOA2 inhibitor: -5; Glyco luc inh: -6; ABCB6 inh 2: 82; MC4R antagonist: 5; m5-HT2A agonist: 5; MC4R barr agon: 2.2; ABHD5-PLIN5 inh: 5; Cardio protect: 8; NOD2 RIPK2 PPI: -7

Results for CC(C)c1ccccc1NC(=O)COC(=O)CNC(=O)c1ccc(Br)cc1 ?
NCOA2 inhibitor: -21; Glyco luc inh: 1; ABCB6 inh 2: 96; MC4R antagonist: 22; TLR9-MyD88 block: -14; m5-HT2A agonist: 6; MC4R barr agon: 1.4; ABHD5-PLIN5 inh: 3; Cardio protect: 5; NOD2 RIPK2 PPI: -7

What do the screens show for `CCOc1cc(-c2sc(Nc3cc(C)ccc3OC)n[n+]2-c2ccccc2)ccc1OC`?
NCOA2 inhibitor: 1; Glyco luc inh: 3; ABCB6 inh 2: 98; MC4R antagonist: 7; TLR9-MyD88 block: -18; m5-HT2A agonist: -3; MC4R barr agon: -1.1; ABHD5-PLIN5 inh: -3; Cardio protect: -8; NOD2 RIPK2 PPI: 1

How did CC(C)NC(=S)N/N=C1\CCCCC1C1CCCCC1 (stereo not given) do in these assays?
NCOA2 inhibitor: 9; Glyco luc inh: -4; ABCB6 inh 2: 97; MC4R antagonist: 9; TLR9-MyD88 block: -13; m5-HT2A agonist: 1; MC4R barr agon: 1.9; ABHD5-PLIN5 inh: -11; Cardio protect: -20; NOD2 RIPK2 PPI: -5

How did CCCc1ccc(Oc2cc(C)nc(N3CCOCC3)n2)cc1 do in these assays?
NCOA2 inhibitor: -13; Glyco luc inh: -1; ABCB6 inh 2: 109; MC4R antagonist: 2; TLR9-MyD88 block: -7; m5-HT2A agonist: 6; MC4R barr agon: -0.6; ABHD5-PLIN5 inh: -5; Cardio protect: -2; NOD2 RIPK2 PPI: -9

How did Cc1ccc(CN2CCN(Cc3cccc(-n4cccn4)c3)CC2CCO)cc1 (stereo not given) do in these assays?
NCOA2 inhibitor: -1; Glyco luc inh: -3; ABCB6 inh 2: 97; MC4R antagonist: 11; TLR9-MyD88 block: -5; m5-HT2A agonist: -2; MC4R barr agon: -1.7; ABHD5-PLIN5 inh: 1; Cardio protect: -3; NOD2 RIPK2 PPI: -9

Results for CC(C)n1c(=O)c2ccccc2n1Cc1cn(Cc2ccccc2)nn1 ?
NCOA2 inhibitor: 13; Glyco luc inh: 1; ABCB6 inh 2: 95; m5-HT2A agonist: 5; ABHD5-PLIN5 inh: -3; Cardio protect: 7; NOD2 RIPK2 PPI: 1

What do the screens show for `Cc1ccc(CNc2ccccc2C(=O)O)s1`?
NCOA2 inhibitor: -48; Glyco luc inh: 2; ABCB6 inh 2: 103; MC4R antagonist: -8; TLR9-MyD88 block: -3; m5-HT2A agonist: 14; MC4R barr agon: -0.8; ABHD5-PLIN5 inh: 3; Cardio protect: 5; NOD2 RIPK2 PPI: -11

Results for N#Cc1c(C#N)c(-c2ccccc2)n(-c2ccccc2)c1N ?
NCOA2 inhibitor: 7; Glyco luc inh: 1; ABCB6 inh 2: 101; MC4R antagonist: -17; TLR9-MyD88 block: -10; m5-HT2A agonist: -1; MC4R barr agon: -1.7; ABHD5-PLIN5 inh: 0; Cardio protect: -20; NOD2 RIPK2 PPI: -4

Results for CCCCn1c(N)c(N(Cc2ccccc2OC)C(=O)COc2cc(C)ccc2Cl)c(=O)[nH]c1=O ?
NCOA2 inhibitor: -3; Glyco luc inh: 0; ABCB6 inh 2: 98; MC4R antagonist: 7; TLR9-MyD88 block: 1; m5-HT2A agonist: -4; MC4R barr agon: -1.3; ABHD5-PLIN5 inh: -8; Cardio protect: 2; NOD2 RIPK2 PPI: -1

Bioassay records: PubChem BioAssay, several laboratories

This is a subset, so the mix of outcomes need not match the whole.
